High-throughput results: PubChem, National Center for Advancing Translational Sciences (NCATS)
ELG1 repair inh = blocks ELG1-dependent DNA repair in HEK293T cells; HEK293T ELG1-luciferase reporter, luminescence, 16 h; DNA damage induced by 5-fluorouridine; Potency, µM (highest dose often 46.1 µM), for the others: top-dose activity change, negative = inhibition, actives largely listed as inhibitors; actives 2.3% (n = 330,000); AID 504467; note: potency is the fitted concentration of half-maximal effect; % is set by controls: 0 for no effect and ±100 for the full control effect; nearly all actives have a fitted effect of over 55% in size
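5-Fluorouridine DNA damage + compound/DMSO, 2,000 cells/well, 16 h, 37 °C/5% CO2. ONE-Glo, 30 min RT, luminescence. Readout = decrease in reporter signal.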
MBNL1-CUG inh = blocks human MBNL1 binding to CUG repeat RNA. Potency, µM (titrated, usually from 57.5 µM), without a hit: at the top dose activity change, negative = inhibition, most hits filed as inhibitors. TR-FRET MBNL1-His/biotin-(CUG)12 binding, 665/545 ratio. actives 0.036% (n = 280,000); active = well fitted inhibition curve with a large enough effect in the signal ratio, with a control signal flat, not every such curve was filed as active; inconclusive = small, poorly fitted or top-dose-only effect, or effect the other way, or a change in a side signal; inactive = no such curve, though single readings can be large or run the other way; the % refers to the signal ratio; note: potency is the fitted concentration of half-maximal effect; % is set by controls: 0 for no effect and ±100 for the full control effect
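Ratiometric TR-FRET (665 over 545 nm, excitation 340 nm) tracks disruption of MBNL1-His/biotin-(CUG)12 complex after 60 min at room temperature, with compounds at 92 nM to 58 uM final.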
KCNH2 3.1 block = blocks the human KCNH2 3.1 channel isoform | U2OS KCNH2 3.1, thallium flux FluxOr; stronger effect = lower value | activity change, % (tested at about 1.8 µM) | actives 0.95% (n = 340,000);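 active = maximum activity change below -70%; inconclusive = maximum activity change from -70% to -50%; inactive = maximum activity change above -50%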;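 note: thallium influx rate constant from kinetic fluorescence after stimulation buffer; % is set by controls: 0 for no effect and ±100 for the full control effect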
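Steps: virus added to U2OS suspension (4 h, RT, dark); medium with 10% FBS added, cells plated, 37 C overnight; FluxOr/Red40 loading buffer 45 min RT; stimulation buffer, 2 min kinetic read; rate constant normalized.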
VP16 counter = Gal4-VP16 reporter inhibition counter-screen. Drosophila S2 Gal4-VP16 UAS-luciferase, luminescence, 20 h. Potency, µM (titrated, usually from 53.6 µM), inactives show top-dose activity, negative = inhibition, usual class: inhibitors. actives 3.5% (n = 310,000);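 note: Gal4-VP16 expression switched on by copper sulfate through the metallothionein promoter; potency is the fitted concentration of half-maximal effect; % is set by controls: 0 for no effect and ±100 for the full control effect; nearly all actives have a fitted effect of over 50% in size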
PKM2 act = activators of human pyruvate kinase M2; purified PKM2, Kinase-Glo ATP luminescence, activation; response scale: 0% is enzyme alone, no compound; Potency, µM (top dose mostly 57.5 µM), inactives show top-dose activation, hits mostly activators; actives 0.34% (n = 260,000); note: potency is the fitted concentration of half-maximal effect; % is set by controls: 0 for no effect and ±100 for the full control effect; nearly all actives have a fitted effect of over 55% in size
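hPK-M2, >95% pure; 0.1 mM ADP / 0.5 mM PEP final; imidazole pH7.2 buffer w/ 7 mM MgCl2, 50 mM KCl; 1 h RT; Kinase-Glo lum. Intermediate enzyme activity for dual inhibitor/activator qHTS.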
NPC1 promoter act = NPC1 promoter activation. Huh7 NPC1 promoter luciferase reporter, 24 h. Potency, µM (titrated, usually from 9.22 µM), inactives show at the top dose activation, hits mostly activators. actives 2.4% (n = 320,000). AID 485313;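 note: potency is the fitted concentration of half-maximal effect; % of control where 0% means no effect; nearly all actives have a fitted effect of over 60% in size; reporter is driven by a mutant NPC1 promoter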
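NPC1 promoter–luciferase Huh7 cells; 24 h compound; luminescence.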
Rab9 promoter act = Rab9 promoter activation | Huh7 Rab9 promoter-luciferase reporter, luminescence, 24 h | Potency, µM (highest dose often 9.22 µM), for inactives: at the highest dose activation, negative = inhibition, actives largely listed as activators | actives 2.8% (n = 320,000) | AID 485297; note: potency is the fitted concentration of half-maximal effect; % of control where 0% means no effect; nearly all actives have a fitted effect of over 60% in size
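Huh7 reporter line, Rab9 promoter upstream of luciferase. Compound exposure 24 h at 37 °C in reduced-serum medium with 10% FBS. Read-out: luminescence.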
RORg inh = blocks mouse ROR gamma transcriptional activity. P51450. actives 5.4% (n = 310,000). Potency, µM (series often up to 53.6 µM), for the others: at the top dose activity change, negative = inhibition, most hits filed as inhibitors. AID 2551. Drosophila S2 Gal4-RORgamma UAS-luciferase reporter, 20 h; note: potency is the fitted concentration of half-maximal effect; % is set by controls: 0 for no effect and ±100 for the full control effect; nearly all actives have a fitted effect of over 60% in size
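Schneider cells (Drosophila), stable Gal4 DBD–ROR gamma + UAS-luc; 1 hr cmpd preincubation; Cu2+ induction 700 uM final; 20 hr ambient; luminescence.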
Menin-MLL TR inh = displaces Texas Red mutant MLL peptide from human menin; O00255; Menin + Texas Red MLL mutant peptide, fluorescence polarization; Potency, µM (series often up to 61.6 µM), inactives show at the top dose FP activity change, negative = inhibition, most hits filed as inhibitors; actives 0.23% (n = 270,000); AID 1768; active = well fitted inhibition curve with a large enough effect in the polarisation, with a control signal flat, not every such curve was filed as active; inconclusive = small, poorly fitted or top-dose-only effect, or effect the other way, or a change in a side signal; inactive = no such curve, though single readings can be large or run the other way; the % refers to the polarisation; note: potency is the fitted concentration of half-maximal effect; % of control where 0% means no effect; many of its hits are not listed in these tables
Target sequence (O00255 whole entry, looked up): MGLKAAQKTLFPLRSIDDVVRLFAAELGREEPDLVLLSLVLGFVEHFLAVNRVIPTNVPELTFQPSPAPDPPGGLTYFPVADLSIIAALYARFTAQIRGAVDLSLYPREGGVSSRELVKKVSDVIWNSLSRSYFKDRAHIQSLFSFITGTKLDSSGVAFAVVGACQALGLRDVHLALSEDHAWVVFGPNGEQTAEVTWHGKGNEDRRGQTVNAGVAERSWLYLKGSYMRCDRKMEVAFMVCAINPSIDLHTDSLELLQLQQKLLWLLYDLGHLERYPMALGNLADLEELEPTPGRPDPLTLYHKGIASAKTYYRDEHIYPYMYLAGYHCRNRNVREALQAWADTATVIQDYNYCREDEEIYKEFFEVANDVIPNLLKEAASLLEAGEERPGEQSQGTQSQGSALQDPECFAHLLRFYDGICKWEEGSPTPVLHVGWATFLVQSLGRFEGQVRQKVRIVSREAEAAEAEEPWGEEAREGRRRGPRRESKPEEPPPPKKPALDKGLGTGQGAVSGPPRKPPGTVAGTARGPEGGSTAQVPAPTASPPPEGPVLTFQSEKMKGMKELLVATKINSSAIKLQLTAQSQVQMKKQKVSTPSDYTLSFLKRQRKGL
FLuc counter = firefly luciferase modulation, counter-screen for miR-21 project. purified FLuc, Km substrates, luminescence inhibition. actives 6.9% (n = 360,000). P08659. AID 588342. Potency, µM (highest dose often 57.5 µM), without a hit: top-dose activity change, negative = inhibition, actives largely listed as inhibitors;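 note: potency is the fitted concentration of half-maximal effect; plate controls were vehicle for no effect and reference inhibitor for full effect; nearly all actives have a fitted effect of over 55% in size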
Target sequence (P08659 whole entry, looked up): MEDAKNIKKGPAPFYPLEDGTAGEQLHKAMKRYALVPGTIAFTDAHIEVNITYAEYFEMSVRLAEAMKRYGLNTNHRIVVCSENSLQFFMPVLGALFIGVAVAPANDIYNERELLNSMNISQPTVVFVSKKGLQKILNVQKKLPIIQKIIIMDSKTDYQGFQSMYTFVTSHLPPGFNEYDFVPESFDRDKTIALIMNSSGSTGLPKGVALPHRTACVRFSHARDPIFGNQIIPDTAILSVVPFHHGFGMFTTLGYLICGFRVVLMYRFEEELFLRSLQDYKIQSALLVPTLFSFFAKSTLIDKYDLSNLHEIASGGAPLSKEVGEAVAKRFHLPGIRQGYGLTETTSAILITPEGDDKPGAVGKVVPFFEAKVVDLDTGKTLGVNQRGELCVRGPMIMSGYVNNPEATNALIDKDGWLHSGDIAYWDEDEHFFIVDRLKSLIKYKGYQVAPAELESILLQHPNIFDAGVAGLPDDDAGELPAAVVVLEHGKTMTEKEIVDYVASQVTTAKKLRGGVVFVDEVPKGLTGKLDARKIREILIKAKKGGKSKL
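Purified P. pyralis luciferase, 10 nM final, with Km-level 10 uM D-luciferin and 10 uM ATP in 50 mM Tris acetate pH 7.5, 10 mM Mg acetate, 0.01% Tween-20, 0.05% BSA; 6-point qHTS titration about 60 µM downward; luminescence read.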
Mito fusion act = blocks mitochondrial division or promotes mitochondrial fusion; S. cerevisiae fusion-defective mutant growth rescue, CellTiterGlo 48 h; Potency, µM (series often up to 46.1 µM), for inactives: at the highest dose growth rescue (activation), most hits filed as activators; actives 0.23% (n = 320,000); AID 485298;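 note: potency is the fitted concentration of half-maximal effect; % of control where 0% means no effect; nearly all actives have a fitted effect of over 45% in size; temperature-sensitive fusion mutants such as fzo1-1 at 37 °C on non-fermentable ethanol glycerol medium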
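Read-out: ATP-based luminescence (CellTiterGlo, 10 min ambient) reporting growth of fusion-defective ts yeast after 48 hours at 37C on glycerol/ethanol YPEG medium in the presence of compound.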
The depositor's hits bear a star; & = joins results of further samples; [ ] = remark or other dose. Unless noted, calls come from the whole dose curve; as a rule, active = well fitted curve in the direction sought with a large enough effect; inconclusive = small, poorly fitted or top-dose-only effect, or another doubt; inactive = no such curve, though single readings can be large; an effect the other way counts as inactive or inconclusive.

CS(=O)(=O)N(CC(=O)NCCSCc1ccccc1)c1ccccc1Br was read as ELG1 repair inh -12.4%, MBNL1-CUG inh -2.2%, KCNH2 3.1 block -11.2, VP16 counter -15.9%, PKM2 act 1.7%, NPC1 promoter act 1.4%, Rab9 promoter act 0.2%, RORg inh 21.5%, Menin-MLL TR inh 10.4%, FLuc counter -0.1% and Mito fusion act -0.8%.
Screening COc1ccc(CN(C)C(=O)c2oc3ccccc3c2CSC)cc1F returned ELG1 repair inh 4.3%, MBNL1-CUG inh 1.0%, KCNH2 3.1 block -4.3, VP16 counter 0.9%, PKM2 act 0.8%, NPC1 promoter act 0.4%, Rab9 promoter act -2.1%, RORg inh inconclusive, Menin-MLL TR inh 7.4%, FLuc counter 5.4% and Mito fusion act -5.9%.
For O=C(c1ccc(F)cc1)C1CCN(Cc2cn[nH]c2-c2ccccc2)CC1 the results were ELG1 repair inh -14.2%, MBNL1-CUG inh 1.3%, KCNH2 3.1 block -103.7*, VP16 counter -8.8%, PKM2 act -23.5%, NPC1 promoter act 2.0%, Rab9 promoter act -9.6%, RORg inh -1.8%, FLuc counter -0.8% and Mito fusion act -7.7%.
O=C(O)CCC(=O)NNC(=O)CCC(=O)NCc1ccccc1 was read as ELG1 repair inh 0.6%, MBNL1-CUG inh -7.4%, VP16 counter 0.7%, PKM2 act -0.9%, NPC1 promoter act 0.1%, Rab9 promoter act -7.9%, RORg inh 10.8%, Menin-MLL TR inh 0.2%, FLuc counter 8.0% and Mito fusion act 0.8%.
`O=C(CCC(=O)c1ccc(Cl)s1)Nc1ncccc1O` gave ELG1 repair inh inconclusive, KCNH2 3.1 block 17.6, NPC1 promoter act 0.1%, Rab9 promoter act 1.6%, FLuc counter -18.8% and Mito fusion act -8.6%.
`COC(=O)c1ccccc1NC(=O)Cn1c(SC)c(F)cnc1=O` gave ELG1 repair inh -3.1%, MBNL1-CUG inh 1.6%, KCNH2 3.1 block 0.7, VP16 counter -5.7%, PKM2 act 7.8%, NPC1 promoter act 2.9%, Rab9 promoter act 7.6%, RORg inh 0.1%, Menin-MLL TR inh -14.4%, FLuc counter 3.5% and Mito fusion act 3.4%.
`CC(=O)N1CCN(c2ccccc2NC(=O)c2ccc3ccccc3c2)CC1` gave ELG1 repair inh 0.0%, MBNL1-CUG inh 14.8%, KCNH2 3.1 block -16.5, VP16 counter 1.1%, NPC1 promoter act 15.0%, Rab9 promoter act 8.9%, RORg inh 1.8%, Menin-MLL TR inh 2.1%, FLuc counter inconclusive and Mito fusion act 22.6%.
Screening NS(=O)(=O)c1ccc(NC(=O)CCCCC(=O)Nc2ccc(S(N)(=O)=O)cc2)cc1 returned ELG1 repair inh 2.2%, MBNL1-CUG inh -9.5%, KCNH2 3.1 block 9.4, VP16 counter -6.7%, NPC1 promoter act -4.0%, Rab9 promoter act 2.0%, RORg inh -7.7%, Menin-MLL TR inh inconclusive, FLuc counter 0.4% and Mito fusion act -2.2%.
For CC(Nc1ccccc1)C(=O)Nc1ccc(F)cc1 (stereo unspecified) the results were ELG1 repair inh 13.6%, MBNL1-CUG inh -4.3%, KCNH2 3.1 block 8.7, VP16 counter -2.1%, PKM2 act -8.6%, NPC1 promoter act 4.1%, Rab9 promoter act -3.6%, RORg inh 23.1%, Menin-MLL TR inh 3.5%, FLuc counter -0.3% and Mito fusion act 2.2%.
COc1cccc(N(CC(=O)NC2CCCC2)C(=O)CCCC(=O)Nc2ccccn2)c1 was read as ELG1 repair inh 11.1%, MBNL1-CUG inh -7.5%, KCNH2 3.1 block 2.3, VP16 counter 2.2%, PKM2 act 0.9%, NPC1 promoter act -4.0%, Rab9 promoter act 3.7%, RORg inh 5.4%, Menin-MLL TR inh -2.8%, FLuc counter 0.4% and Mito fusion act 4.4%.
For Cc1noc(/C=C/N(C)C)c1S(=O)(=O)N1CCc2ccccc21 the results were MBNL1-CUG inh inconclusive, KCNH2 3.1 block -1.8, VP16 counter -24.8%, PKM2 act -7.0%, NPC1 promoter act 1.7%, Rab9 promoter act -1.3%, RORg inh inconclusive, Menin-MLL TR inh -5.0%, FLuc counter -1.6% and Mito fusion act 2.2%.
`COc1cccc(-c2nc(CS(=O)(=O)CC(=O)N3CCN(c4ccccn4)CC3)c(C)o2)c1` gave ELG1 repair inh inconclusive, MBNL1-CUG inh inconclusive, KCNH2 3.1 block -1.6, VP16 counter -2.8%, PKM2 act -2.8%, NPC1 promoter act -2.1%, Rab9 promoter act -0.8%, RORg inh 4.7%, Menin-MLL TR inh -5.8%, FLuc counter -0.1% and Mito fusion act 0.3%.
Screening C=CCn1c(SCC(=O)NC2CCCC2)nc2scc(-c3ccco3)c2c1=O returned ELG1 repair inh inconclusive, MBNL1-CUG inh 11.3%, KCNH2 3.1 block -2.5, VP16 counter 1.0%, PKM2 act 18.9%, NPC1 promoter act -2.9%, Rab9 promoter act 3.1%, RORg inh 5.8%, Menin-MLL TR inh 28.5%, FLuc counter 1.4% and Mito fusion act 1.4%.
For COc1ccc(C(CC(=O)N2CCCC(C)C2)c2c(OC)cc(OC)c3ccc(=O)oc23)cc1 (stereo unspecified) the results were ELG1 repair inh -27.1%, MBNL1-CUG inh 1.6%, VP16 counter -4.7%&-11.8%, PKM2 act -6.0%, NPC1 promoter act -0.9%, Rab9 promoter act -3.6%, RORg inh -30.4%&-32.1%, Menin-MLL TR inh -3.6%, FLuc counter 0.1% and Mito fusion act -3.4%.
CCCCC1(C)Cc2ccccc2C(=S)N1 (stereo unspecified) was read as ELG1 repair inh 0.9%, MBNL1-CUG inh -0.1%, KCNH2 3.1 block 12.2, VP16 counter 5.62µM*, PKM2 act -0.9%, NPC1 promoter act 1.2%, Rab9 promoter act -0.8%, RORg inh 1µM*, Menin-MLL TR inh 7.1%, FLuc counter 5.4% and Mito fusion act -11.6%.
For Cn1c(SCc2cccnc2)nc2c(c1=O)SCC2 the results were ELG1 repair inh -1.3%, MBNL1-CUG inh 10.3%, KCNH2 3.1 block -4.6, VP16 counter -7.3%, PKM2 act 28.2µM*, NPC1 promoter act -6.3%, Rab9 promoter act -5.2%, RORg inh 18.3%, Menin-MLL TR inh 8.5%, FLuc counter -0.2% and Mito fusion act -4.9%.
CCN(Cc1ccccc1)C(=O)CS(=O)(=O)c1ccccc1 was read as ELG1 repair inh 18.1%, MBNL1-CUG inh -21.8%, KCNH2 3.1 block -6.0, VP16 counter 2.1%, PKM2 act 3.7%, NPC1 promoter act 1.4%, Rab9 promoter act 10.0%, RORg inh 34.7%, Menin-MLL TR inh 0.5%, FLuc counter 1.2% and Mito fusion act 19.5%.
Screening COC(=O)c1ccc(CN2CCCC(C(=O)c3cc(F)ccc3OC)C2)cc1 (stereo unspecified) returned ELG1 repair inh -2.0%, MBNL1-CUG inh -0.9%, KCNH2 3.1 block -8.4, VP16 counter 3.2%, PKM2 act 0.3%, NPC1 promoter act 3.0%, Rab9 promoter act 2.6%, RORg inh 2.4%, Menin-MLL TR inh -0.8%, FLuc counter 5.5% and Mito fusion act -2.6%.
O=C(/C=C/c1cccc([N+](=O)[O-])c1)N1CCN(C(=O)c2ccco2)CC1 was read as ELG1 repair inh -2.3%, MBNL1-CUG inh 27.9%[11.5 µM], KCNH2 3.1 block 0.6, VP16 counter -2.3%, PKM2 act -3.7%, NPC1 promoter act -1.7%, Rab9 promoter act -2.4%, RORg inh inconclusive, Menin-MLL TR inh 4.6%, FLuc counter -2.2% and Mito fusion act 3.5%.
`COCCCNC(=O)CN(c1cc(C(F)(F)F)ccc1Cl)S(C)(=O)=O` gave ELG1 repair inh 21.4%, MBNL1-CUG inh 4.0%, KCNH2 3.1 block -4.3, VP16 counter -5.3%, PKM2 act 1.9%, NPC1 promoter act -3.0%, Rab9 promoter act -6.4%, RORg inh -5.9%, FLuc counter 7.5% and Mito fusion act 1.1%.
`CCN(CC)c1ccc2cc(C=O)c(=O)oc2c1` gave MBNL1-CUG inh inconclusive, KCNH2 3.1 block -15.1, VP16 counter -4.1%, PKM2 act -0.8%, RORg inh -11.5%, Menin-MLL TR inh 30.0%[activator], FLuc counter -18.3% and Mito fusion act -2.2%.
`C=CCN1C(=O)CSc2ccc(C(=O)OCC)cc21` gave ELG1 repair inh -4.0%, MBNL1-CUG inh -2.3%, KCNH2 3.1 block -5.2, VP16 counter 2.9%, PKM2 act -1.9%, NPC1 promoter act 1.3%, Rab9 promoter act 3.2%, RORg inh -14.0%, Menin-MLL TR inh -10.2%, FLuc counter 1.7% and Mito fusion act 3.3%.
Screening Nc1ncc(-c2ccc([N+](=O)[O-])cc2)cn1 returned ELG1 repair inh inconclusive, MBNL1-CUG inh inconclusive, KCNH2 3.1 block -6.2, VP16 counter 21.0%, PKM2 act 29.0%, NPC1 promoter act 7.0%, Rab9 promoter act -0.4%, RORg inh inconclusive, Menin-MLL TR inh -9.5%, FLuc counter -9.9% and Mito fusion act 4.0%.

Only part of the results is shown; the hit share may differ from the screen's.
